FLuc inh = inhibitors of firefly (Photinus pyralis) luciferase; 2.5% of 76,000 active; purified P. pyralis luciferase, luminescence, biochemical; P08659; Potency, µM (doses to about 115 µM), without a hit: at the highest dose activity change, negative = inhibition, actives largely listed as inhibitors; AID 1347043; further: potency means the concentration at half of the fitted maximal effect; nearly all actives have a fitted effect of over 65% in size
Target sequence (P08659 whole entry, looked up): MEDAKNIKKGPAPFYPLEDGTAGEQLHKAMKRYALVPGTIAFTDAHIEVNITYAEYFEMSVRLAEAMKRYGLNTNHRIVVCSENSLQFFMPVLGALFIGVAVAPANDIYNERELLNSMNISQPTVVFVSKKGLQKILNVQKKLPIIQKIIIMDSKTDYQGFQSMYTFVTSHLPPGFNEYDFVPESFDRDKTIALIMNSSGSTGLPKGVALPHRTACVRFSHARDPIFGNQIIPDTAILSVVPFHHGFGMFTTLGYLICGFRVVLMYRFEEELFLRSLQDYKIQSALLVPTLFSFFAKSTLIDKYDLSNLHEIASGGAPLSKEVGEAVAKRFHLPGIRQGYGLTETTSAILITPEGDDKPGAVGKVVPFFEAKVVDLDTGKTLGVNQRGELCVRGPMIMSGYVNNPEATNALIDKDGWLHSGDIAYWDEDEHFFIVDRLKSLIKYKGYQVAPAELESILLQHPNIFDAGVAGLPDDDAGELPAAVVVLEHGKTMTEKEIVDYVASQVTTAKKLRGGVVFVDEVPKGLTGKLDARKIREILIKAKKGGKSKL
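Purified P. pyralis luciferase (10nM final) in 50mM Tris acetate pH 7.5, 10mM Mg acetate, 0.01% Tween-20, 0.05% BSA with 10uM D-luciferin and 10uM ATP. Compounds titrated qHTS. Luminescence imaged on CCD.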
IP6K1 inhibitor = IP6K1 kinase inhibition. Q92551. IP6K1 kinase, ADP-Glo luminescence, 2 h; hits give low values. activity change, % (series mostly up to about 58 µM). 0.81% of 140,000 active; in the data active means activity change below about -25%
Target sequence (Q92551 whole entry, looked up): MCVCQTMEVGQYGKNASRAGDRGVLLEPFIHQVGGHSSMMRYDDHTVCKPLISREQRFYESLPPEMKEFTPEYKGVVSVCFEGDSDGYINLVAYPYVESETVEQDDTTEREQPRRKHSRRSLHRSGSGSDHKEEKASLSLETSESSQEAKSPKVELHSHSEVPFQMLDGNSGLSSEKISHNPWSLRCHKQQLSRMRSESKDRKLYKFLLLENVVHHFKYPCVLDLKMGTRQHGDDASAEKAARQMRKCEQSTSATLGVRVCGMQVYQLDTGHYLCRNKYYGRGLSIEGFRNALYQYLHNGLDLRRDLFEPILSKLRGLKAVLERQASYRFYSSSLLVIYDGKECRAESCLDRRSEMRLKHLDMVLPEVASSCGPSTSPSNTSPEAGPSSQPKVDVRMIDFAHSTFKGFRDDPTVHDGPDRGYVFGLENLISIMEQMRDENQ
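ADP-Glo luminescence measures ADP made by human IP6K1 during a 2 h RT reaction with ATP/IP6 (mix at 1.3 mM/130 uM); top library doses 57.5 and 19.1 uM final.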
HEK cytotox = cytotoxic compounds in HEK 293 cells; AID 1345083; HEK 293 viability, ATP luminescence (CellTiter-Glo), 48-72 h; 6.6% of 94,000 active; Potency, µM (highest dose often 115 µM), inactives show top-dose activity change, negative = cytotoxicity, hits mostly inhibitors; further: potency means the concentration at half of the fitted maximal effect; nearly all actives have a fitted effect of over 60% in size
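ATP-coupled CellTiter-Glo luminescence served as viability read-out, recorded 10 min after reagent addition at room temperature. HEK 293 cells, 250 cells/well, had been incubated with pintool-transferred compound for 48 or 72 hr at 37 degree Celsius.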
GPT2 inhibitor = inhibitors of human GPT2 alanine aminotransferase | Q8TD30 | Potency, µM (series often up to 57.7 µM), for inactives: at the top dose activity change, negative = inhibition, actives largely listed as inhibitors | Recombinant GPT2, coupled pyruvate oxidase/HRP Amplex Red fluorescence | 0.25% of 100,000 active; further: potency means the concentration at half of the fitted maximal effect; nearly all actives have a fitted effect of over 60% in size; many of its hits are not listed in these tables
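Inhibition is scored from Amplex Red fluorescence generated when pyruvate oxidase and HRP act on pyruvate released by GPT2. Reactions contain 10ng/uL enzyme, 250uM a-KG and 2mM L-alanine and run 30 min at room temperature.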
NIH3T3 tox = kills NIH 3T3 cells; NIH 3T3 viability, CellTiter-Glo ATP luminescence, 48-72 h; Potency, µM (doses to about 96.7 µM), without a hit: at the top dose activity change, negative = cytotoxicity, usual class: inhibitors; 4.3% of 94,000 active; AID 1345082; further: potency means the concentration at half of the fitted maximal effect; nearly all actives have a fitted effect of over 55% in size
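Cytotoxicity was measured by CellTiter-Glo ATP luminescence after 48 or 72 h compound exposure at 37 °C. Mouse NIH 3T3 fibroblasts were seeded at 400 cells/well and dosed by 23 nL pin transfer.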
SNCA expr inhib = reduces expression of the alpha-synuclein gene; HEK-293 SNCA-luciferase knock-in, luminescence, 24 h; Potency, µM (top dose mostly 57.2 µM), without a hit: at the highest dose activity change, negative = inhibition, usual class: inhibitors; 0.17% of 140,000 active; AID 1671194;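 further: potency means the concentration at half of the fitted maximal effect; plate controls were DMSO cells for no effect and cell-free wells for full effect; nearly all actives have a fitted effect of over 45% in size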
HEK293 viab = cell viability loss counter-screen | HEK-293-SNCA-luc viability, GF-AFC fluorescence, 24 h | Potency, µM (series often up to 57.1 µM), for inactives: at the highest dose activity change, negative = cytotoxicity, most hits filed as cytotoxic | 0.12% of 150,000 active | AID 1671193;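 further: potency means the concentration at half of the fitted maximal effect; 0% = DMSO-treated cells and -100% = medium-only wells without cells; nearly all actives have a fitted effect of over 30% in size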
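HEK-293-SNCA-luc cells (1500/well) plated 24 h, then exposed 24 h to a dilution series; GF-AFC added 30 min at 37C, fluorescence 405/540 nm; normalised to medium-only and DMSO wells, Hill fit.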
Starred values were filed as active, the others as inactive; [ ] = remark or other dose. Unless noted, the call rests on the fitted dose curve; in most records, active means well fitted curve in the direction sought with a large enough effect; inconclusive means small, poorly fitted or top-dose-only effect, or another doubt; inactive means no such curve, though single readings can be large; an effect the other way counts as inactive or inconclusive. Unless noted, on the % scale 0 is the no-effect control and ±100 the full control effect. These rows are one share of the data; rates above refer to the full screens.

Cc1noc(-c2cn(C3CCCN(C(=O)c4ccc(Cl)cc4)C3)nn2)n1 (stereo not drawn) was read as FLuc inh -0.3%, IP6K1 inhibitor 0.0, HEK cytotox -5.7%, GPT2 inhibitor inactive, NIH3T3 tox -17.1%, SNCA expr inhib -8.0% and HEK293 viab 0.3%.
Screening COc1ccc(-c2cc(CC3(NCc4ccc(C)o4)COC3)no2)cc1 returned FLuc inh -5.3%[172 µM], IP6K1 inhibitor -6.1, HEK cytotox inconclusive, GPT2 inhibitor inactive, NIH3T3 tox inconclusive, SNCA expr inhib -16.5%[87.6 µM] and HEK293 viab -18.4%[87.6 µM].
Cc1ccc(CNC(=O)CCCc2nnc3n(CC(C)C)c(=O)c4sccc4n23)cc1 was read as IP6K1 inhibitor 14.7, SNCA expr inhib -9.5% and HEK293 viab inconclusive.
`Cc1cnn(CCC(=O)N2CCC3(CC2)CN(Cc2ccccc2)CC3CO)c1` (stereo not drawn) gave FLuc inh -2.4%, IP6K1 inhibitor 7.0, HEK cytotox inconclusive, GPT2 inhibitor inactive, NIH3T3 tox -8.2%, SNCA expr inhib 1.7% and HEK293 viab -11.6%.
`Cn1c(=O)c2c(ncn2CC(=O)Nc2cccc(Cl)c2Cl)n(C)c1=O` gave IP6K1 inhibitor 17.0, SNCA expr inhib 22.7% and HEK293 viab 5.0%.
Screening CN(C(=O)CSc1nc2ccc(NC(=O)COc3ccc(F)cc3)cc2s1)c1ccccc1 returned IP6K1 inhibitor -16.5, SNCA expr inhib -27.8% and HEK293 viab inconclusive.
Screening O=C(c1nnc(CNCCN2CCCC2)n1-c1ccccc1)N1CCC[C@@H]1C(c1ccccc1)c1ccccc1 returned FLuc inh -10.1%, IP6K1 inhibitor -0.5, HEK cytotox inconclusive, GPT2 inhibitor inactive, NIH3T3 tox inconclusive, SNCA expr inhib -29.1% and HEK293 viab -15.7%.
Screening COc1ccc(CNC(=O)[C@H]2CCC[C@H]2NC(=O)c2cnc(C)cn2)cc1 returned FLuc inh -6.1%, IP6K1 inhibitor 15.5, HEK cytotox inactive, GPT2 inhibitor inactive, NIH3T3 tox 0.1%, SNCA expr inhib -9.8% and HEK293 viab 3.6%.
`CCCCn1c(=O)nc2n(-c3ccc(Br)cc3)c3ccccc3cc-2c1=O` gave IP6K1 inhibitor 25.4, SNCA expr inhib 23.3% and HEK293 viab 3.4%.
For COc1ccc(-c2cc(C(=O)Oc3cccc(C)c3C)c3ccccc3n2)cc1 the results were IP6K1 inhibitor 2.3, SNCA expr inhib -10.7% and HEK293 viab 13.8%.
CCn1nccc1C(=O)N1CC[C@@H]2CN(Cc3ccccc3)[C@@H]2C1 was read as FLuc inh -12.5%, IP6K1 inhibitor 6.7, HEK cytotox -8.5%, GPT2 inhibitor -14.8%, NIH3T3 tox inconclusive, SNCA expr inhib 27.7% and HEK293 viab -4.4%[12.5 µM].
CC(=O)NCc1nnc2n1C(C(=O)NCCc1ccccc1)CC2 (stereo not drawn) was read as IP6K1 inhibitor 12.2, HEK cytotox -8.9%, GPT2 inhibitor inconclusive, NIH3T3 tox -10.6%, SNCA expr inhib 2.0% and HEK293 viab 7.1%[12.5 µM].
Screening Cc1ccsc1CN1CCn2c(nnc2[C@@H]2C[C@@H](O)CN2Cc2cccnc2)C1 returned FLuc inh 1.3%, IP6K1 inhibitor 9.3, HEK cytotox -7.2%, GPT2 inhibitor 4.3%, NIH3T3 tox -18.5%, SNCA expr inhib 15.5% and HEK293 viab -8.9%[12.5 µM].
Screening CCCc1nnc(C[C@@H]2C[C@@H](C(C)C)[C@H](CNc3cccnc3)C=C2C)o1 returned FLuc inh -11.3%[172 µM], IP6K1 inhibitor -25.5*, HEK cytotox 89.1µM*, GPT2 inhibitor 10µM*, NIH3T3 tox 25.1µM*, SNCA expr inhib 5.1%[87.6 µM] and HEK293 viab 1.8%[87.6 µM].
CNC(=O)[C@@H]1CN(C(=O)CCc2cc(OC)no2)C[C@H]1c1nc(C)no1 was read as FLuc inh -8.0%, IP6K1 inhibitor 9.1, HEK cytotox 1.6%, GPT2 inhibitor 1.7%, NIH3T3 tox inactive, SNCA expr inhib inconclusive and HEK293 viab 15.0%.
`CCN(CC)C(=O)C1=C(C)Nc2nc3ccccc3n2C1c1cccc(Cl)c1` (stereo not drawn) gave IP6K1 inhibitor -13.8, SNCA expr inhib -15.8% and HEK293 viab -17.6%.
For CC1(C)[C@@H]2CC=C(CO[C@@H]3O[C@H](CO[C@@H]4OC[C@H](O)[C@H](O)[C@H]4O)[C@@H](O)[C@H](O)[C@H]3O)[C@H]1C2 the results were IP6K1 inhibitor -0.7, GPT2 inhibitor inactive and HEK293 viab 0.7%[23.9 µM].
`Cc1ccc(C(=O)N2CC[C@H](CO)[C@H](NC(=O)C3CC3)C2)cn1` gave FLuc inh -14.5%, IP6K1 inhibitor 11.6, HEK cytotox -5.9%, GPT2 inhibitor inactive, NIH3T3 tox -9.6%, SNCA expr inhib 5.1% and HEK293 viab -8.3%[12.5 µM].
Screening CC(=O)N[C@@H](CC(C)C)C(=O)O returned IP6K1 inhibitor 5.8, GPT2 inhibitor inactive, SNCA expr inhib -32.8%[25.6 µM] and HEK293 viab 22.8%[23.9 µM].
`O=C(NCCCN1CCN(c2ccc(F)cc2)CC1)c1sc2ncccc2c1-n1cccc1` gave IP6K1 inhibitor 23.8, SNCA expr inhib -11.7% and HEK293 viab 1.0%.

The list goes on, starting with the last 2 of the part before.
Screening CC(=O)N[C@@H](CC(C)C)C(=O)O returned IP6K1 inhibitor 5.8, GPT2 inhibitor inactive, SNCA expr inhib -32.8%[25.6 µM] and HEK293 viab 22.8%[23.9 µM].
`O=C(NCCCN1CCN(c2ccc(F)cc2)CC1)c1sc2ncccc2c1-n1cccc1` gave IP6K1 inhibitor 23.8, SNCA expr inhib -11.7% and HEK293 viab 1.0%.
For CCC(=O)N1CCCc2cc(S(=O)(=O)N3CCC(C(=O)Nc4ccccc4CC)CC3)ccc21 the results were IP6K1 inhibitor -11.9, SNCA expr inhib -18.5% and HEK293 viab -14.7%.
`COc1ccc(-c2cnc([C@@H]3COCCN3Cc3ccncc3)[nH]2)cc1` gave FLuc inh 3.2%[172 µM], IP6K1 inhibitor -3.5, HEK cytotox -5.5%[172 µM], GPT2 inhibitor -4.1%[88.5 µM], NIH3T3 tox inconclusive, SNCA expr inhib -13.2%[87.6 µM] and HEK293 viab -1.4%[87.6 µM].
CN(C1CCOCC1)C1CCN(C(=O)C2CCCCC2)CC1 was read as FLuc inh 15.8%, IP6K1 inhibitor -2.5, HEK cytotox -3.7%, GPT2 inhibitor inactive, NIH3T3 tox -16.0%, SNCA expr inhib 6.8% and HEK293 viab 7.8%.
For NC(=O)C1CCC(=O)N1C1CCNCC1 (stereo not drawn) the results were FLuc inh -9.3%, IP6K1 inhibitor -10.3, HEK cytotox -0.4%, GPT2 inhibitor inactive, NIH3T3 tox inactive, SNCA expr inhib -2.4% and HEK293 viab 1.0%.
O=C(Nc1ccccn1)C1CN(Cc2cccnc2)CC12CCOCC2 (stereo not drawn) was read as FLuc inh 5.1%, IP6K1 inhibitor 20.4, HEK cytotox -6.0%, GPT2 inhibitor 0.4%, NIH3T3 tox -10.8%, SNCA expr inhib 2.9% and HEK293 viab -3.5%.
`CN(c1cc(=O)c2ccnc(-c3ccc(O)c(F)c3)c2o1)C1CCOCC1` gave FLuc inh -9.0%[172 µM], IP6K1 inhibitor 23.8, HEK cytotox -19.5%[172 µM], GPT2 inhibitor inconclusive, NIH3T3 tox 8.91µM*, SNCA expr inhib 57.6%[activator][87.6 µM] and HEK293 viab -9.4%[87.6 µM].
Cc1ccccc1Cn1nnc2c(=O)[nH]c(C3CCN(C(=O)c4ccc(F)cc4)CC3)nc21 was read as IP6K1 inhibitor -8.2, SNCA expr inhib -3.4% and HEK293 viab 20.6%.
Screening OCC(O)C(O)C(O)CO (stereo not drawn) returned GPT2 inhibitor inactive, SNCA expr inhib inconclusive and HEK293 viab -0.4%.
`CC1=C2C[C@H]3OC(=O)[C@H](O)[C@@]4(O)[C@@H](C)[C@@H](O)[C@H](O)C([C@@]2(C)[C@H](O)[C@@H](O)C1)[C@@]34C` (stereo partly drawn) gave IP6K1 inhibitor 12.9, GPT2 inhibitor 0.9%[27.3 µM] and HEK293 viab -23.6%.
Screening COc1ccc(-c2cnc3n[nH]c(-c4sccc4C)c3n2)cc1OC returned FLuc inh 14.4%[172 µM], IP6K1 inhibitor 6.9, HEK cytotox 63.1µM*, GPT2 inhibitor 2.0%[88.5 µM], NIH3T3 tox inconclusive, SNCA expr inhib inconclusive and HEK293 viab -9.4%[87.6 µM].
Screening O=C(CCC[C@H]1NC[C@@H]2C[C@H]1CN(Cc1ccccc1)C2)NCc1ccccn1 returned FLuc inh 0.9%, IP6K1 inhibitor -16.1, HEK cytotox inconclusive, GPT2 inhibitor -5.0%, NIH3T3 tox inconclusive, SNCA expr inhib 3.3% and HEK293 viab 0.3%.
`O=C(c1ccc(F)cc1)N1CCC(C(=O)N2CCC(N3CCOCC3=O)CC2)CC1` gave IP6K1 inhibitor 0.3, HEK cytotox -1.4%, GPT2 inhibitor inactive, NIH3T3 tox -10.4%, SNCA expr inhib -15.5% and HEK293 viab 6.6%.
For O=C(c1ccccc1F)N1c2ncnn2C2(CCCCC2)[C@@H]2CCCC[C@@H]21 the results were IP6K1 inhibitor 24.4, SNCA expr inhib -13.8% and HEK293 viab 8.8%.
Screening COc1cccc(-n2c(=O)c3cc(OC)c(OC)cc3n(CC(=O)Nc3ccccc3)c2=O)c1 returned IP6K1 inhibitor 3.6, SNCA expr inhib -0.4% and HEK293 viab 6.0%.
O=C(CCC[C@@H]1[C@H]2CCCN3CCC[C@@H](CN1C(=O)Nc1ccccc1F)[C@@H]23)Nc1ccccc1 was read as FLuc inh -14.0%, IP6K1 inhibitor -15.3, HEK cytotox -23.0%, GPT2 inhibitor inconclusive, NIH3T3 tox -22.7%, SNCA expr inhib 4.6% and HEK293 viab -5.1%.
Screening O=C(Cn1ncc2c3ccccc3n(Cc3ccccc3F)c2c1=O)NCc1ccccc1Cl returned IP6K1 inhibitor 4.6, SNCA expr inhib 8.3% and HEK293 viab 15.0%.
`O=C(OCc1ccccc1)N1CCCC2(C1)C(=NC1CCCCC1)NC(=O)N2c1cccnc1` (stereo not drawn) gave FLuc inh -1.9%, IP6K1 inhibitor 1.1, HEK cytotox -8.8%, GPT2 inhibitor inactive, NIH3T3 tox -17.1%, SNCA expr inhib -7.6% and HEK293 viab -17.9%.
Cc1ccc(NC(=O)C2CCN(S(=O)(=O)c3c(C)noc3C)CC2)cc1C was read as IP6K1 inhibitor 4.5, SNCA expr inhib 15.0% and HEK293 viab 18.5%.

Bioassay records (PubChem BioAssay)
